IL-1B inflam inh – inflammasome signaling inhibition, IL-1 beta readout; activity change, % at 57.5 µM; THP-1 LPS/ATP IL-1B secretion, AlphaLISA, 16 h; active compounds read low; AID 743279; 4.7% of 360,000 active; in the data active = activity change below about -50%; inconclusive = mostly about -30% to -49%; note: % is set by controls: 0 for no effect and ±100 for the full control effect
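THP-1 cells pretreated 1 hr with compounds (up to 57.5 uM final), then stimulated with LPS (250 ng/mL final) plus ATP (1.25 mM final); secreted IL-1B measured by AlphaLISA after 16 hr, decreased signal indicating inhibition.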
HT1080-NT tox – kills 2HG-producing HT-1080-NT fibrosarcoma cells. AID 686970. Potency, µM (titrated, usually from 46.1 µM), for the others: at the highest dose activity, negative = less viability, most hits filed as cytotoxic. 1.6% of 360,000 active. HT-1080-NT fibrosarcoma viability, CellTiter-Glo ATP luminescence, 48 h;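 note: NT is the 2HG producing partner of a matched IDH1 knockdown line; potency is the fitted concentration of half-maximal effect; 0% = DMSO-treated cells and -100% = media-only wells without cells; nearly all actives have a fitted effect of over 55% in size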
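Read-out is CellTiter-Glo luminescence after 10 minutes at room temperature, following 48 hours' compound treatment of HT-1080-NT cells (750 cells/well, RPMI, 5% FBS, 37 degrees C).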
MCF10A rereplic – induces DNA re-replication in MCF 10a normal breast cells; MCF 10A DNA re-replication, Hoechst nuclear intensity, 48 h; Potency, µM (doses to about 46.1 µM), without a hit: at the top dose activity, positive = re-replication, usual class: activators; 2.9% of 350,000 active; AID 624296; note: potency is the fitted concentration of half-maximal effect; % of control where 0% means no effect; nearly all actives have a fitted effect of over 50% in size
ATXN viability – viability counter-screen for ATXN expression inhibitors; S2 cells (HEK-293 line with an ATXN2-luciferase reporter) viability, CellTiter-Fluor protease fluorescence, 24 h; 0.49% of 400,000 active; Potency, µM (top dose mostly 56.7 µM), usual class: cytotoxic; note: potency is the fitted concentration of half-maximal effect; nearly all actives have a fitted effect of over 40% in size
ATXN2 expr inh – inhibitors of ATXN2 expression. 0.72% of 360,000 active. AID 1745845. Potency, µM (series often up to 57 µM), inactives show top-dose activity change, negative = inhibition, actives largely listed as inhibitors. HEK-293 ATXN2-luciferase reporter, luminescence, 24 h; note: potency is the fitted concentration of half-maximal effect; % is set by controls: 0 for no effect and ±100 for the full control effect; nearly all actives have a fitted effect of over 55% in size
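ATXN2-luciferase reporter cells (luciferase flanked by upstream and downstream ATXN2 gene portions) were treated 24 h at 37 °C with compounds at up to 57 uM. SteadyGlo luminescence gave expression; GF-AFC fluorescence gave viability.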
KB-3-1 cytotox – kills parental KB-3-1 adenocarcinoma cells | KB-3-1 viability, CellTiter-Glo ATP luminescence, 72 h | Potency, µM (top dose mostly 46.1 µM), for inactives: at the top dose activity change, negative = cytotoxic, most hits filed as cytotoxic | 1.4% of 400,000 active | AID 1347075; note: potency is the fitted concentration of half-maximal effect; % is set by controls: 0 for no effect and ±100 for the full control effect; nearly all actives have a fitted effect of over 60% in size
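Parental KB-3-1 viability, qHTS format: 72 h compound exposure, 37 °C; CellTiter-Glo; media-only wells and DMSO plates as controls; concentration-effect fits on corrected data.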
HT1080 IDH1KD tx – HT-1080 IDH1 knockdown cell toxicity (counter line); AID 686971; Potency, µM (top dose mostly 46.1 µM), without a hit: top-dose activity, negative = toxicity, hits mostly cytotoxic; HT-1080 IDH1 knockdown viability, ATP luminescence, 48 h; 2% of 360,000 active;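 note: potency is the fitted concentration of half-maximal effect; 0% = DMSO wells and -100% = cell-free medium wells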
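% activity derives from luminescence (CellTiter-Glo), normalised to DMSO and no-cell wells. HT-1080-IDH1KD cells, 750/well, had 48 h compound exposure at 37 °C.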
KB-V1 cytotox – KB-V1 MDR subline cytotoxicity. KB-V1 MDR cells viability, CellTiter-Glo, 72 h. Potency, µM (doses to about 46.1 µM), for the others: at the highest dose activity change, negative = cytotoxicity, usual class: cytotoxic. 3.4% of 400,000 active; note: potency is the fitted concentration of half-maximal effect; % is set by controls: 0 for no effect and ±100 for the full control effect; nearly all actives have a fitted effect of over 60% in size
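Cytotoxicity toward P-gp-expressing KB-V1 cells was determined as loss of CellTiter-Glo luminescence after 72 h at 37 degrees C. Compounds were tested in quantitative HTS format across a concentration range, with curves fitted to normalized data.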
SW480 rerep – DNA re-replication induction in SW480 cells; SW480 DNA re-replication, Hoechst DNA content imaging, 48 h; Potency, µM (doses to about 46.1 µM), for the others: at the highest dose re-replication activation, most hits filed as activators; 1.8% of 340,000 active; AID 624297; note: potency is the fitted concentration of half-maximal effect; % of control where 0% means no effect; nearly all actives have a fitted effect of over 55% in size
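Image-based DNA-content assay: after two days of treatment, nuclei were labelled with the DNA dye Hoechst and imaged, and hits were compounds raising the count of nuclei showing high fluorescence intensity.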
* = called active by the depositor; i = inactive; u = inconclusive; x = not tested or not shown; & = joins results of further samples; [ ] = another dose, or the depositor's remark. Unless noted, calls come from the whole dose curve; as a rule, active = well fitted curve in the direction sought with a large enough effect; inconclusive = small, poorly fitted or top-dose-only effect, or another doubt; inactive = no such curve, though single readings can be large; an effect the other way counts as inactive or inconclusive.

SMILES	IL-1B inflam inh	HT1080-NT tox	MCF10A rereplic	ATXN viability	ATXN2 expr inh	KB-3-1 cytotox	HT1080 IDH1KD tx	KB-V1 cytotox	SW480 rerep
CCCC(=O)Nc1ccc(Cc2ccc(NC(=O)CCC)c(C(=O)O)c2)cc1C(=O)O	6	14%	-1%	i	16%	17%	12%	13%	-5%
COc1ccc(OC)c(NC(=O)COC(=O)c2cc3c(s2)CCC3)c1	61	u	u	i	-14%	2%	u	12%	u
CC1(c2ccccc2)CC(C)(C)N2C(=O)/C(=C3\SC(=S)NC3=O)c3cccc1c32 (centres undefined)	22	8%	3.3µM*	i	0%	0%	8%	u	-5%
Cn1c(=O)c(=O)n(C)c2cc(S(=O)(=O)NCCOc3ccccc3)ccc21	-13	0%	6%	i	-11%	-6%	1%	-12%	-16%
OCCC1CN(CC2CCCCC2)CCN1C1CCCC1 (centres undefined)	-2	-1%	-7%	i	-9%	19%	12%	8%	u
COC(=O)CNC(=O)c1cccc(Cl)c1	6	9%	0%	u	x	-2%	3%	2%	-4%
CC(Cc1ccccc1)C(=O)Nc1ccc(Br)cc1 (centres undefined)	-4	0%	8%	i	x	-10%	3%	-16%	-5%
O=C(CSC1=NCCS1)NC1CCCC1	u	u	1%	i	10%	1%	19%	u	2%
C=CCOc1ccc2c(CC)cc(=O)oc2c1C	17	4%	10%	u	24%	-2%	5%	u	0%
O=C(NCC1CCCO1)c1ccc(-c2cccc(C(F)(F)F)c2)o1 (centres undefined)	-28	-2%	-2%	i	1%	u	-8%	0%	u
O=C(c1ccc([N+](=O)[O-])cc1)N(Cc1ccc(Cl)cc1Cl)N1C(=O)CCCC1=O	-8	-15%[9.24 µM]	-4%	i	-8%	-4%	-10%	10%	-3%
CCC(CO)NCc1ccc(OCC(=O)Nc2cccc(C(F)(F)F)c2)c(OC)c1 (centres undefined)	-26	-16%	-2%	u	-2%	-14%	2%	6%	0%
CCOC(=O)c1nn(-c2ccccc2)c(=O)c2c(NC(C)=O)scc12	-5	1%	-5%	i	-24%	13%	12%	-19%	3%
CCOC(=O)C(CC)/C(C)=N\NC(=O)c1ccccc1O (centres undefined)	36	u	u	u	-19%	u	16µM*	2.1µM*	u
C=CCNC(=O)c1cc(C(=O)C(C)c2ncc(C(F)(F)F)cc2Cl)c[nH]1 (centres undefined)	40	-3%	10%	i	43%[activator]	-1%	-18%	-14%	-14%
CC(=O)c1ccc(N2CCN(C(=O)c3ccc4[nH]c(C)c(C)c4c3)CC2)cc1	-12	u	u	i	-21%	u	-10%	-16%	32%
Oc1c(C(c2ccc(Cl)cc2)N2CCCC2)sc2nc(-c3ccco3)nn12 (centres undefined)	x	x	x	i	7%	-3%	x	0%	x
Cc1[nH]n(-c2ccc(F)cc2)c(=O)c1/C=N/c1sc2c(c1C#N)CCCC2	0	-7%	-1%	i	-7%	0%	-11%	0%	-3%
O=C(CSc1ncc(S(=O)(=O)c2ccc(Br)cc2)c(=O)[nH]1)NCc1ccc(Cl)cc1	x	x	x	i	3%	4%	x	23%	x
CCc1cccc(CC)c1-n1c(SCC(=O)c2c(N)n(C)c(=O)n(C)c2=O)nnc1-c1cccnc1	-15	8%	0%	i	12%	-1%	16%	23%	16%
O=C(NCC12CC3CC(CC(C3)C1)C2)c1nc2ncccn2n1	29	-11%	0%	i	0%	14%	-23%	9%	-7%
O=C(COc1cc2oc(=O)cc(-c3ccccc3)c2cc1Cl)NC(Cc1c[nH]c2ccc(O)cc12)C(=O)O (centres undefined)	37	1%	8%	i	1%	0%	-7%	-17%	-4%
COc1ccc(-c2nc3ccccc3o2)cc1NC(=O)COc1cc(C)cc(C)c1	x	x	x	i	9%	10%	x	0%	x
CCCC(=O)Nc1nc(C)c(-c2csc(Nc3ccc(Cl)cc3)n2)s1	-21	-21%	u	i	-18%	u	-21%	6%	1%
CC1Cc2nc(SCC(=O)N3CCCC3)n(C)c(=O)c2S1 (centres undefined)	1	0%	-6%	i	6%	18%	1%	-5%	-2%
SMILES	IL-1B inflam inh	HT1080-NT tox	MCF10A rereplic	ATXN viability	ATXN2 expr inh	KB-3-1 cytotox	HT1080 IDH1KD tx	KB-V1 cytotox	SW480 rerep
CCOc1cc(/C=N\NC(=O)CN2CCOCC2)ccc1OCc1ccc(F)cc1	-3	0%	3%	i	-11%	-1%	1%	8%	1%
CCSC(=Nc1ccccc1)C1=C(O)COC1=O	28	5%	-5%	i	-7%	0%	2%	15%	-3%
COc1ccccc1NC(=O)N1CCN(C)CC1	24	-13%	-2%	i	-3%	3%	3%	u	2%
COc1cccc(CNC(=O)CCC2CCCN(c3cc(C)nc(N)n3)C2)c1 (centres undefined)	-2	22%	5%	i	-5%[11.3 µM]	6%	20%	-10%	10%
COC(=O)C1=C(C(=O)OC)SC2(S1)C(C(=O)OC)=C(C(=O)OC)SC1=C2c2cc(C)cc(C)c2NC1(C)C	-1	-4%	3%	i	12%	-6%	-5%	-5%	19%
COc1ccc(COCC(O)CN2CC(C)OC(C)C2)cc1OC (centres undefined)	22	-3%	-7%	i	-3%	7%	17%	4%	-5%
c1cncc(Cc2cc3ccccc3[nH]2)c1	-2	-5%	u	i	-16%	-1%	5%	-16%	-2%
C=CC(=O)Nc1cccc(CN2C(=O)N(c3cc(OC)cc(OC)c3)Cc3cnc(NCCCCN(CC)CC)nc32)c1	-60*	-14%	u	20µM*	-20%	-24%	1%	-11%	1%
c1ccc2c(C(c3nnnn3-c3ccc4c(c3)OCCO4)N3CCCCC3)ccnc2c1 (centres undefined)	u	-19%	x	i	-9%	-17%	-13%	-11%	x
O=C(O)CCc1ccc(-c2ccc(Cl)cc2)n1NC(=O)c1ccc(O)cc1	-7	-4%	-2%	i	x	-13%	1%	-4%	-8%
O=c1[nH]c(CN2CCCCC2)nc2ccccc12	0	4%	u	i	3%	-4%	5%	17%	-5%
CCCCCCSc1nc(O)c(C2OC(=O)c3c2ccc(OC)c3OC)c(=O)n1-c1ccccc1 (centres undefined)	12	-26%	u	i	-7%	6%	-24%	0%	-7%
CCOC(=O)Cc1csc(NC(=O)Cc2ccc(Cl)cc2)n1	16	2%	2%	i	-19%	-13%	-10%	u	2%
Cc1ccc(CN2CCN(Cc3ccc(-n4cccn4)cc3C)CC2CCO)cc1 (centres undefined)	-8	-1%	u	i	-23%	0%	-14%	-20%	u
Cn1cccc1C(=S)N=P(C1CCCCC1)(N1CCOCC1)N1CCOCC1	0	-1%	-1%	u	-8%	0%	9%	u	-5%
CCOc1cccc(-c2c(C(=O)N/N=C(\C)c3ccncc3)nnn2-c2nonc2N)c1	32	-2%	6%	i	-10%	-3%	-3%	9%	-17%
CC[C@H]1C/C=C\Cc2ccccc2[C@@H](C(=O)C[C@@H](O)CC(C)=O)OC1=O	58	8%	17%	i	9%	-4%	7%	-5%	16%
Cc1ccc2cc(CN(Cc3nnnn3Cc3ccco3)CC3CCCO3)c(=O)[nH]c2c1C (centres undefined)	0	-1%	-1%	i	-22%	8%	5%	0%	2%
Cc1cc(S(=O)(=O)n2[nH]c(=O)c(CCO)c2C)c(Cl)cc1Cl	-9	0%	25%	i	-12%	x	1%	x	-16%
CCCCOC(=O)NC(NCC(O)c1ccccc1)(C(F)(F)F)C(F)(F)F (centres undefined)	0	5%	4%	i	-6%	2%	4%	0%	-7%
CNC(=O)c1ccc2snnc2c1	14	6%	10%	i	6%	14%	1%	-1%	-4%
CC1(C)OC(=O)N(CC(=O)Nc2cccc(C(F)(F)F)c2)C1(C)O (centres undefined)	5	2%	-5%	i	-25%	1%	5%	-6%	-1%
CCOc1ccc(CN2CCN(Cc3cccc4nonc34)CC2CCO)cc1 (centres undefined)	0	-2%	u	i	-23%	5%	-11%	-28%	-7%
Oc1ccc2ccccc2c1C=Nc1ccc(Cl)cn1	5	-23%	7%	i	-20%[11.3 µM]	-9%	-21%	-8%	-9%
COc1ccccc1NC(=O)c1ccc(NC(=O)COC(=O)C2CCCCC2)cc1	-3	6%	-2%	i	5%	u	4%	13%	2%
CCc1cccc(C)c1NC(=O)COC(=O)c1ccc2c(c1)S(=O)(=O)c1ccccc1C2=O	17	-1%	-1%&23%	i	-15%	0%	-1%	3%	-2%&-6%
Cc1ccc(NC(=O)C2CC(=O)N(c3ccccc3Cl)C2)cc1S(=O)(=O)N1CCOCC1 (centres undefined)	49	-15%	8%	i	-6%	-5%	u	-14%	12%
Cc1cnc(NC(=O)c2ccc3c(c2)C(=O)N(Cc2ccco2)C3=O)s1	-8	-4%	u	i	0%	-6%	-7%	1%	1%
O=C1CCN(CCc2ccccc2)CCN1CCO	13	7%	19%	i	3%	37%&2%	7%	u	-13%[9.22 µM]
Cc1cccc(NC(=S)N/C(=N/S(=O)(=O)c2ccccc2)c2ccccc2)c1	0&1	-6%&16%	1%&6%	i	32%&40%	-5%	15%&3%	3%	-2%&12%

Of the compounds above, these have a CF3 group:
SMILES	IL-1B inflam inh	HT1080-NT tox	MCF10A rereplic	ATXN viability	ATXN2 expr inh	KB-3-1 cytotox	HT1080 IDH1KD tx	KB-V1 cytotox	SW480 rerep
O=C(NCC1CCCO1)c1ccc(-c2cccc(C(F)(F)F)c2)o1 (centres undefined)	-28	-2%	-2%	i	1%	u	-8%	0%	u
CCC(CO)NCc1ccc(OCC(=O)Nc2cccc(C(F)(F)F)c2)c(OC)c1 (centres undefined)	-26	-16%	-2%	u	-2%	-14%	2%	6%	0%
C=CCNC(=O)c1cc(C(=O)C(C)c2ncc(C(F)(F)F)cc2Cl)c[nH]1 (centres undefined)	40	-3%	10%	i	43%[activator]	-1%	-18%	-14%	-14%
CCCCOC(=O)NC(NCC(O)c1ccccc1)(C(F)(F)F)C(F)(F)F (centres undefined)	0	5%	4%	i	-6%	2%	4%	0%	-7%
CC1(C)OC(=O)N(CC(=O)Nc2cccc(C(F)(F)F)c2)C1(C)O (centres undefined)	5	2%	-5%	i	-25%	1%	5%	-6%	-1%

Assay outcomes deposited in PubChem BioAssay by National Center for Advancing Translational Sciences (NCATS).
